# TDP1 cell noCPT – qHTS for Inhibitors of human tyrosyl-DNA phosphodiesterase 1 (TDP1): qHTS in cells in absence of CPT. DT40 Tdp1-/- hTDP1 cells, no CPT, ATP luminescence, 48 h. Potency, µM (titrated, usually from 46.2 µM), without a hit: top-dose activity change, negative = growth inhibition, hits mostly inhibitors. 15% of 420,000 active. AID 686978, 2013; further: nearly all actives have a fitted effect of over 55% in size
#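 Seeded 400 DT40-hTDP1 cells/well (vehicle DMSO, no 20 nM CPT); pinned compounds; ≥48 hr at 37 °C; CellTiter-Glo luminescence as viability measure.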
# TDP1 inh – qHTS Assay for Inhibitors of Tyrosyl-DNA Phosphodiesterase (TDP1). Tyrosyl-DNA phosphodiesterase 1 (Homo sapiens), Q9NUW8. recombinant TDP1, AlphaScreen DNA substrate cleavage. Potency, µM (titrated, usually from 130 µM), for inactives: at the highest dose activity change, negative = inhibition, usual class: inhibitors. 0.28% of 350,000 active. AID 485290, 2010; further: nearly all actives have a fitted effect of over 40% in size
# Target sequence (Q9NUW8 whole entry, looked up): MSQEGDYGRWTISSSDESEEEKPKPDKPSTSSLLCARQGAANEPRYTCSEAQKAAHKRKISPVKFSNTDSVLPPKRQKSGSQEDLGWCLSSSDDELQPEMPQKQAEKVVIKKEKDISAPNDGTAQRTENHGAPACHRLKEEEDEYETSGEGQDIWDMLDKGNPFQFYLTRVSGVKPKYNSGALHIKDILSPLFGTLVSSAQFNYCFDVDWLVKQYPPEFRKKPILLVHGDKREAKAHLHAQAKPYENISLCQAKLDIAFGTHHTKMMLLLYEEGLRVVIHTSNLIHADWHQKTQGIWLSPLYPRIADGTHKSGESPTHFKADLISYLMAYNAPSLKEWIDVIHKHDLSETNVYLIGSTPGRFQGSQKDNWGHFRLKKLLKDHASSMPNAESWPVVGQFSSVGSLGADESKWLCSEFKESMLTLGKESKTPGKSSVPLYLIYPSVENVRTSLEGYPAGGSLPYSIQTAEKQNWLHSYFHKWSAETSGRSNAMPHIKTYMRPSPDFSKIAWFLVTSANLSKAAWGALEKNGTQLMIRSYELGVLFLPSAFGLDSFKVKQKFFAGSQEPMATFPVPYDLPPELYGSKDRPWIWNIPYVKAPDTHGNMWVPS
#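 AlphaScreen read-out: signal falls as enzyme removes the 3' tyrosine-FITC from a 5'-biotinylated DNA oligo (15 nM, 5 min, RT). Enzyme was E. coli-made recombinant Tdp1 at 1 nM, exposed to compound for 15 min beforehand; beads 10 ug/ml, 10 min.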
# N370S GC – qHTS Assay for Inhibitors and Activators of N370S glucocerebrosidase as a Potential Chaperone Treatment of Gaucher Disease. Lysosomal acid glucosylceramidase (Homo sapiens), P04062. N370S GC spleen homogenate, 4MU-glucoside fluorescence. Potency, µM (top dose mostly 59.4 µM), without a hit: top-dose activity change, negative = inhibition, most hits filed as inhibitors. 0.092% of 330,000 active;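 further: 0% = full enzyme activity and -100% = no enzyme basal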
# Active calls of the source: *; ? = inconclusive; . = no result given; [ ] = another dose, or the depositor's remark. The call rests on the fitted dose curve; in most records, active means well fitted curve in the direction sought with a large enough effect; inconclusive means small, poorly fitted or top-dose-only effect, or another doubt; inactive means no such curve, though single readings can be large; an effect the other way counts as inactive or inconclusive. Unless noted, on the % scale 0 is the no-effect control and ±100 the full control effect; potency means the concentration at half of the fitted maximal effect. Not all compounds are listed. The share of hits here may be higher or lower than overall.
# Results follow in this order: TDP1 cell noCPT, TDP1 inh, N370S GC
> Cc1ccc(C)c(NC(=O)CN(C)C(=O)c2ccccc2Cc2ccccc2)c1
    ?, -8%, -8%
> CN1C(=O)c2ccccc2Sc2ccc(NC(=O)NCc3cccc(Cl)c3)cc21
    23µM*, 9%, .
> O=C(c1ccccc1)N1CCC(c2nc3ccccc3o2)CC1
    ?, 2%, .
> CCOC(=O)C1CCCN(C(=O)Cc2c(C(=O)O)[nH]c3ccccc23)C1 (stereo not drawn)
    -2%, 0%, 1%
> Cc1nc2ccccc2c(=O)n1NC(=O)COc1ccccc1
    -2%, -3%, -1%
> COc1ccc(Br)cc1/C=C/c1ccc2cccc(O)c2n1
    21µM*, ., -2%
> CCNC(=O)NC(=O)CSc1ccc2ccccc2c1
    ?, -4%, -10%
> O=C(Nc1nc(-c2ccncc2)cs1)c1ccc(F)cc1
    -8%, 0%, -2%
> CCN(CC)C(=O)C1CCN(S(=O)(=O)c2ccc3oc4ccccc4c3c2)CC1
    16µM*, 1%, -10%
> O=C(NNC(=O)c1ccncc1)Nc1ccc([N+](=O)[O-])cc1
    -19%, 2%, -3%
> O=C1CC(c2ccc(F)cc2)c2c(n3c(nc4ccccc43)[nH]c2=O)N1 (stereo not drawn)
    1%, 6%, .
> CCC(=O)N1CCN(c2nc3ccccc3s2)CC1
    ?, 7%, -13%
> COCc1cc(=O)[nH]c(Nc2nc3ccccc3o2)n1
    8.9µM*, 8%, -9%
> COc1ccc(NC(=O)/C(C#N)=C/c2c(C)nn(-c3ccc(F)cc3)c2Cl)cc1Cl
    ?, 6%, ?
> O=C(CNS(=O)(=O)c1ccc2c(c1)OCCCO2)N1CCN(c2ccc(F)cc2)CC1
    ?, 3%, .
> O=C(COC(=O)/C=C/c1ccccc1Cl)NC1CCCC1
    5%, 0%, .
> COc1ccccc1NC(=O)CSc1nnc(-c2ccoc2C)n1C
    8%, ., -3%
> COc1ccc(Nc2oc(-c3ccco3)nc2S(=O)(=O)c2ccc(F)cc2)cc1
    ?, 0%, 4%
> COc1ccc(S(=O)(=O)N(C)CC(=O)Nc2ccccc2OC)cc1C
    ?, 1%, -22%
> Cc1ccc2nc3c(c(Nc4cccc(O)c4)c2c1)CCC3
    ?, ., ?
> Cc1ccc2oc(C(=O)NCc3ccc4c(c3)OCO4)c(C)c2c1
    -28%, 2%, ?
> O=c1c(-c2ccccc2)coc2c(CN3CCCCC3)c(O)ccc12
    -18%, ., -14%
> O=C(c1snnc1-c1ccccc1)N1CCOCC1
    7%, 4%, 5%
> CCOc1ccc(C(C)C)cc1S(=O)(=O)Nc1ccc(Cl)cn1
    -3%, 11%, ?
> COc1ccc(C(=O)OCc2ccccc2F)cc1S(=O)(=O)N1CCCC1
    ?, 0%, .
> O=C(Nc1ccc(S(=O)(=O)N2CCCC2)cc1)c1ccc(OCC2CCCO2)cc1 (stereo not drawn)
    -14%, 4%, -6%
> Cc1cccc(Nc2cc(C)nc(-n3nc(C)cc3C)n2)c1
    3.3µM*, 8%, .
> COc1cccc(Nc2ccc3cc(S(=O)(=O)N4CCC(C)CC4)ccc3n2)c1
    15µM*, -3%, .
> C=CCNC(=O)C1(S(=O)(=O)c2ccccc2)CC=CC1
    -10%, ., -18%
> CCn1c(S(=O)(=O)O)nc2ccccc21
    8%, -1%, -23%
> C/C(=N\Nc1cc(N2CCOCC2)nc(C)n1)c1cccc([N+](=O)[O-])c1
    10µM*, 6%, -7%
> O=C(Nc1ccccc1[N+](=O)[O-])c1cncc(Br)c1
    ?, 2%, -21%
> CN(C)c1ccc(N=Nc2cccc3ccoc23)cc1
    -18%, 13%, 0%
> CCSc1ncccc1-c1nc2ccccc2[nH]1
    -3%, 2%, -6%
> COCc1c(C#N)c(NCCc2ccc(F)cc2)nc(C)c1[N+](=O)[O-]
    -26%, 5%, 0%
> O=C(c1cc(Cl)ccc1[N+](=O)[O-])N1CCc2ccccc2C1
    1%, 5%, 7%
> Cc1c(C)c2ccc(OC(C)C(=O)N3CC[C@@]4(O)CCCC[C@H]4C3)c(C)c2oc1=O (stereo partly drawn)
    ?, ., -2%
> CC(=O)N(Cc1cccnc1)c1nc2c(C)cccc2s1
    -9%, 0%, .
> O=C(Nc1ccc(F)c(F)c1)C(c1ccccc1)N1Cc2ccccc2C1=O (stereo not drawn)
    -23%, 7%, .
> CCOC(=O)CNC(=O)CSc1nnc(-c2ccco2)n1N
    1%, 1%, -10%
> O=C(CNC(=O)c1ccccc1F)NNC(=O)c1ccccc1O
    26%, 7%[0.505 µM], -2%
> CN(C)C(=O)CSc1nnc(NC(=O)CCc2ccccc2)s1
    -2%, 1%, -10%
> CCOC(=O)c1ccc(S(=O)(=O)N2CCN(CCC#N)CC2)cc1
    -26%, 3%, 1%
> CCCCC(=O)Nc1nnc(S(=O)(=O)N(C)Cc2ccc(Cl)cc2)s1
    -22%, 3%, .
> CCCC(=O)NCC(c1cccs1)S(=O)(=O)c1ccc(Cl)cc1 (stereo not drawn)
    -21%, 2%, -15%
> O=C1C=C(c2ccc(-c3ccccc3)c(F)c2)C[C@@H](c2ccc3c(c2)OCO3)C1
    ?, 1%, .
> CCCC(C)NC(=O)COc1ccc(Sc2ccc(OCC(=O)NC(C)CCC)cc2)cc1 (stereo not drawn)
    12µM*, 3%, 10%
> CCOC(=O)C1CCCN(C(=O)CCNS(=O)(=O)c2cc(Br)cnc2N)C1 (stereo not drawn)
    7%, 1%, -1%
> CCCSc1sc(C(=O)OC)c(-c2cccs2)c1C#N
    8%, -7%, 6%
> CCOC(=O)CC1COCCN1Cc1cn[nH]c1-c1ccc2c(c1)OCO2 (stereo not drawn)
    -5%, 3%, -8%
> O=C(CN1CCN(c2ccccn2)CC1)Nc1ccc([N+](=O)[O-])cc1C(=O)Nc1ccccc1F
    7.3µM*, 4%, -1%
> Cc1ccc(N2CN=C3SCC(=O)N3C2)cc1C
    -1%, 2%, 11%
> C[C@@]12C(=O)Nc3ccc(Br)cc3C(=O)N1[C@H]1c3cc(Br)ccc3OC[C@@H]1[C@@H]2c1ccccc1
    15µM*, 0%, -8%
> O=C(OCC(=O)c1ccc[nH]1)c1ccc(Cl)c(Cl)c1
    -13%, -2%, .
> CCN(CC)c1ccc(NC(=O)c2sc3ccccc3c2Cl)cc1
    21µM*, 7%[12.3 µM], .
> COc1ccc(CNC(=O)/C(C#N)=C/c2cccc(OC)c2OC)cc1
    ?, ., ?
> O=C(CSc1nnc(-c2ccco2)n1Cc1ccccc1)c1ccccc1
    ?, 7%, -12%
> CCOC(=O)c1sc(NC(=S)NC(=O)c2ccco2)nc1C
    -27%, -1%, 6%
> COc1nc(Oc2ccc(C(=O)O)cc2)nc(Oc2ccc(C(=O)O)cc2)n1
    2%, 1%, -4%
> CC(C)(C)NC(=O)C(c1cccnc1)N(C(=O)c1csnn1)c1ccccc1 (stereo not drawn)
    23%, 1%, 4%

# Record cards, from the list above.
# Record of CN(C)c1ccc(N=Nc2cccc3ccoc23)cc1 : TDP1 cell noCPT: -18%; TDP1 inh: 13%; N370S GC: 0%
# Record of CCCC(=O)NCC(c1cccs1)S(=O)(=O)c1ccc(Cl)cc1 (stereo not drawn) : TDP1 cell noCPT: -21%; TDP1 inh: 2%; N370S GC: -15%
# Record of O=C1C=C(c2ccc(-c3ccccc3)c(F)c2)C[C@@H](c2ccc3c(c2)OCO3)C1 : TDP1 cell noCPT: ?; TDP1 inh: 1%; N370S GC: .

# Additional structures.
# Results follow in this order: TDP1 cell noCPT, TDP1 inh, N370S GC
> Cc1ccc(S(=O)(=O)/N=C(/c2ccccc2)N2CCOCC2)c(C)c1
    -4%, 3%, 1%
> COc1ccccc1N(C)S(=O)(=O)c1ccc(C(=O)N2CCC(C(N)=O)CC2)cc1
    ?, 4%, 2%
> Cc1ccc(-c2cc(C(=O)N3CCN(S(=O)(=O)c4ccc(Br)cc4)CC3)[nH]n2)cc1C
    8.2µM*, -6%, .
> c1ccc(Nc2nc(N3CCCCC3)nc(N3CCNCC3)n2)cc1
    18µM*, 4%, -13%
> CCN(CC)CCn1c(SCC(=O)NCc2ccco2)nc2c(sc3ccccc32)c1=O
    ?, 0%, 7%
> O=C(NCc1ccc(F)cc1)c1cc2n(n1)CCCN(Cc1ccc(F)cc1)C2=O
    ?, 0%, .
> CCOC(=O)C1=CN(Cc2ccco2)S(=O)(=O)N(CC)C1c1ccccc1 (stereo not drawn)
    -22%, 1%[56.1 µM], .
> CC(NC(=O)C1CCCCC1)C(c1cccs1)N1CCOCC1 (stereo not drawn)
    -1%, ., 4%
> COc1cc(/C=N/N2CCN(Cc3ccc(Cl)cc3)CC2)ccc1OC(C)=O
    ?, 8%, -21%
> O=C(NCCSc1ccc(Cl)cc1)c1ccco1
    -12%, 7%, 1%
> Cn1cccc1Cc1nnc(SCC(=O)N2CCCC2)n1CCc1ccccc1
    -25%, 4%, 2%
> Cc1ccc(-c2nn(-c3cc(N4CCNCC4)ccc3[N+](=O)[O-])c(=O)c3ccccc23)cc1
    4.1µM*, 7%, ?
> CCCN(CC1CC1)C(=O)CSc1ncnc2sccc12
    -27%, -4%, -2%
> COc1ccc(C(Nc2ccc(S(=O)(=O)N3CCOCC3)cc2)C(=O)NCCC(C)C)cc1OC (stereo not drawn)
    -11%, 3%, 3%
> COc1cc(SC)ccc1C(=O)Nc1cc(C)ccn1
    ?, 8%, -8%
> CC(=O)c1ccc(OCc2cc(C(=O)N(C)C3CCOC3)no2)cc1 (stereo not drawn)
    0%, 6%, 2%
> Cc1cc(C)cc(N2C(=O)CC(Sc3nnnn3-c3ccccc3)C2=O)c1 (stereo not drawn)
    5.2µM*, 2%, 3%
> COc1ccc(NC(=O)c2cncc(Br)c2)c(S(=O)(=O)N2CCOCC2)c1
    ?, -3%, 6%
> CC1CCN(c2c(NCC3CCC(C(=O)NCc4ccccc4)CC3)c(=O)c2=O)CC1 (stereo not drawn)
    -9%, 1%, 2%
> CNC(=O)C1(C)C=CC2(CCCCC2)N1C(C)=O (stereo not drawn)
    ., 6%, -9%
> CC(=O)c1ccc(C(=O)NC2CCCN(Cc3ccc(Cl)cc3)C2)s1 (stereo not drawn)
    -27%, 5%, -6%
> COc1ccccc1C(=O)Nc1ccc(S(=O)(=O)Nc2onc(C)c2C)cc1
    -9%, 4%, 2%
> CN(C)c1ccc(C(=S)NCc2ccco2)cc1
    ?, 0%, 8%
> Cc1cc2ccccc2n1-c1ccc(C(=O)N2CCCCC2)s1
    ?, 0%, .
> COc1ccc(NC(=S)Nc2ccccc2)c(OC)c1
    -23%, 4%, 8%
> COc1cc2ncnc(NCc3ccc(C)o3)c2cc1OC
    21µM*, 5%, -11%
> Cc1ccc(N(CC(=O)NCc2ccccc2)C(=O)CCC(=O)Nc2nccs2)cc1
    -15%, 2%, -3%
> CCOc1ccccc1NC(=O)CC1(CC(=O)N2CCOCC2)CCCC1
    -20%, 0%, 3%
> Cc1cccc(-c2c3c(=O)n(C)c(=O)n(C)c3cn2-c2ccccc2O)c1
    -22%, -3%, -6%
> COc1cccc(N2CC(NC(=O)c3ccc(S(=O)(=O)N4CCCC4)cc3)CC2=O)c1 (stereo not drawn)
    -28%, -5%, .

# Among those listed so far, these have a COOH group.
# Results follow in this order: TDP1 cell noCPT, TDP1 inh, N370S GC
> CCOC(=O)C1CCCN(C(=O)Cc2c(C(=O)O)[nH]c3ccccc23)C1 (stereo not drawn)
    -2%, 0%, 1%
> COc1nc(Oc2ccc(C(=O)O)cc2)nc(Oc2ccc(C(=O)O)cc2)n1
    2%, 1%, -4%

# Continuation.
# Results follow in this order: TDP1 cell noCPT, TDP1 inh, N370S GC
> Cc1[nH]cc(Br)c(=O)c1Oc1ncc(C(F)(F)F)cc1Cl
    -18%, -1%, 3%
> S=C(NC1CCCC1)NC1CCCC1
    -23%, 3%, -3%
> Cc1ccc(S(=O)(=O)/N=C(/c2ccccc2)N(C)c2ccc(O)cc2)cc1
    ?, 3%, -7%
> C#CCOCCOCCOCCNc1nc(N2CCOCC2)nc(N2CCN(C(=O)[C@H]([C@@H](C)CC)n3cc([C@@H](N)CC(C)C)nn3)CC2)n1
    ?, 4%, -9%
> Cc1ccc(CC(=O)Nc2ccc(Cl)cn2)cc1
    -18%, 2%, -10%
> CCN(CC)c1cccc(O)c1
    ., 6%, 3%
> O=S1(=O)NCC23CCC(CC21)O3 (stereo not drawn)
    ., 8%, 2%
> CCOC(=O)CCc1c(C)c2ccc(OCc3cc([N+](=O)[O-])ccc3OC)c(C)c2oc1=O
    ., 0%, 15%
> CCc1nn(CC(=O)N2CCCCC2)c(=O)c2cc3occc3n12
    -2%, -5%, .
> CCN=c1sc(C(=O)NCCc2ccccc2)cc(=O)n1CC
    18µM*, 2%, 6%
> CC(/C=N/N1CCN(c2ccccc2)CC1)=C\c1ccco1
    -21%, 7%, -9%
